# Compound activity (PubChem BioAssay)
# a7 integrin act = qHTS for Activators of Integrin-Mediated Alleviation for Muscular Dystrophy; alpha7betagal myoblasts, beta-gal FDG fluorescence, 48 h; Potency, µM (highest dose often 38.3 µM), without a hit: at the top dose activation, most hits filed as activators; 0.064% of 350,000 active;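 further: potency means the concentration at half of the fitted maximal effect; 100% = response of the positive control SU9516; nearly all actives have a fitted effect of over 60% in size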
#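 alpha7betagal+/- myoblasts (passage 13, 250/well) treated 48 h at 37C with compounds at 1:260 dilution of DMSO stock. Lysed, then beta-galactosidase activity read as FDG fluorescence (ex 480/em 540) after 30 min, with pre-read for autofluorescence.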
# TSHR antagonist = Antagonists of the Thyroid Stimulating Hormone Receptor: HTS campaign; 0.2% of 330,000 active; Thyrotropin receptor (Homo sapiens), P16473; TSHR-expressing cells, TSH-stimulated cAMP HTRF, 2 h; active compounds read low; activity change, negative = inhibition, % at 11.5 µM;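 active means activity change below a set negative limit, meaning inhibition stronger than a set level, cut at about -70% in these data; inconclusive means activity change between two set negative limits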; further: on the % scale 0 is the no-effect control and ±100 the full control effect
#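 Freshly harvested TSHR cells receive pin-tooled compound, then EC80 TSH at 4nM final. After 2 hours at 37 deg C, antibody in lysis buffer and cAMP-d2 are added; 30 minutes at ambient temperature precede the HTRF read.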
# Menin MLL FP TR = qHTS Assay for Inhibitors Targeting the Menin-MLL Interaction in MLL Related Leukemias: Competition With Texas Red Labeled MLL-derived Mutant Peptide; O00255; Menin + Texas Red MLL mutant peptide, fluorescence polarization; Potency, µM (series often up to 61.6 µM), for inactives: at the top dose FP activity change, negative = inhibition, most hits filed as inhibitors; 0.23% of 270,000 active; active means well fitted inhibition curve with a large enough effect in the polarisation, with a control signal flat, not every such curve was filed as active; inconclusive means small, poorly fitted or top-dose-only effect, or effect the other way, or a change in a side signal; inactive means no such curve, though single readings can be large or run the other way; the % refers to the polarisation; further: potency means the concentration at half of the fitted maximal effect; % of control where 0% means no effect; many of its hits are not listed in these tables
# Target sequence (O00255 whole entry, looked up): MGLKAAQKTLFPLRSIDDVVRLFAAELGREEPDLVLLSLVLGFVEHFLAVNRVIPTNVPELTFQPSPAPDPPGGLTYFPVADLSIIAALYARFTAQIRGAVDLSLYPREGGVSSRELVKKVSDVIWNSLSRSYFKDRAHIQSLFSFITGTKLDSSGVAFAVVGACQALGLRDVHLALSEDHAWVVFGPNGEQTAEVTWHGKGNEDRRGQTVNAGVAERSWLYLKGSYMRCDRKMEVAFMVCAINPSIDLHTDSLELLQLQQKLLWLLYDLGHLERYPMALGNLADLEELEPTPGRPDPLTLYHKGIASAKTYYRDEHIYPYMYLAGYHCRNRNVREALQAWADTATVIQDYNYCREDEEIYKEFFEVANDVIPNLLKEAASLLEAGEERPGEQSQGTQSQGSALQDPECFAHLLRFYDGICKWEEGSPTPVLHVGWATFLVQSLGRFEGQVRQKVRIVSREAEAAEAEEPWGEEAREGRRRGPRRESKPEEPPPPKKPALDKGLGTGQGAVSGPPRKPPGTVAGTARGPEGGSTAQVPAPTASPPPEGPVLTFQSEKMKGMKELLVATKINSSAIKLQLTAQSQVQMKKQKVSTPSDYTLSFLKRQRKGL
# S-ASM inh = Inhibitors of Secretory Acid Sphingomyelinase (S-ASM): qHTS. AID 504937, 2011. Potency, µM (doses to about 57.5 µM), for the others: at the highest dose activity change, negative = inhibition, usual class: inhibitors. Sphingomyelin phosphodiesterase (Homo sapiens), P17405. 0.006% of 340,000 active. placental ASM, HMU-PC fluorogenic substrate, 60 min; further: potency means the concentration at half of the fitted maximal effect
#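 Human placenta-derived ASM preincubated with compound 10 min at room temperature, then reacted with 9 uM (final) fluorogenic HMU-PC substrate for 60 min at 37 C. Stop solution raises pH to 10; fluorescence read at Ex 386/Em 447 nm.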
# MLL CXXC-DNA inh = qHTS Fluorescence Polarization Assay for Inhibitors of MLL CXXC domain - DNA interaction; AID 2662, 2010; 0.037% of 290,000 active; MLL-CXXC / FITC-HOXA9 DNA fluorescence polarization; Histone-lysine N-methyltransferase 2A (Homo sapiens), Q03164; Potency, µM (doses to about 115 µM), for the others: at the highest dose activity change, negative = inhibition, actives largely listed as inhibitors; active means well fitted inhibition curve with a large enough effect in the polarisation, with a control signal flat, not every such curve was filed as active; inconclusive means small, poorly fitted or top-dose-only effect, or effect the other way, or a change in a side signal; inactive means no such curve, though single readings can be large or run the other way; the % refers to the polarisation; further: potency means the concentration at half of the fitted maximal effect
#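 Fluorescence polarization: 7 uM MLL-CXXC (stock) preincubated 5 min with compounds, then 50 nM fluorescein-HOX-A9 DNA (stock) added; 30 min ambient. Buffer 50 mM Tris-HCl pH 7.5, 50 mM NaCl, 1 mM DTT, 0.05% BSA.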
# MBNL1 CUG block = qHTS Assay for Inhibitors of MBNL1-poly(CUG) RNA binding; Muscleblind-like protein 1 (Homo sapiens), Q9NR56; TR-FRET MBNL1-His/biotin-(CUG)12 binding, 665/545 ratio; Potency, µM (highest dose often 57.5 µM), for inactives: at the highest dose activity change, negative = inhibition, actives largely listed as inhibitors; 0.036% of 280,000 active; active means well fitted inhibition curve with a large enough effect in the signal ratio, with a control signal flat, not every such curve was filed as active; inconclusive means small, poorly fitted or top-dose-only effect, or effect the other way, or a change in a side signal; inactive means no such curve, though single readings can be large or run the other way; the % refers to the signal ratio; further: potency means the concentration at half of the fitted maximal effect; on the % scale 0 is the no-effect control and ±100 the full control effect
# Target sequence (Q9NR56 whole entry, looked up): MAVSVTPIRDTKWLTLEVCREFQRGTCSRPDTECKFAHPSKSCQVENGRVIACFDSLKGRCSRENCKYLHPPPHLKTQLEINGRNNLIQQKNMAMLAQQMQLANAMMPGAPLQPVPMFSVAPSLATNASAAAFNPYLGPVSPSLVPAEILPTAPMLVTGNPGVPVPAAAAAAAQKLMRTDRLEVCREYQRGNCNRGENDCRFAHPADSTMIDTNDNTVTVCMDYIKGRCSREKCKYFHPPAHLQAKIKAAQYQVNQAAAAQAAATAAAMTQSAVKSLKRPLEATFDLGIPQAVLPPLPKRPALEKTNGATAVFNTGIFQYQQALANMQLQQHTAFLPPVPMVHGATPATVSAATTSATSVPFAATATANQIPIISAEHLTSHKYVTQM
#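 His-tagged MBNL1 binding to biotinylated (CUG)12 RNA was measured by TR-FRET using terbium anti-His antibody (0.055 ng/ul final) and streptavidin-XL665 (5 nM final). Compounds were titrated 92 nM to 58 uM; 60 min at room temperature.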
# TCR activator = Activators of T cell receptors: qHTS campaign; primary human leukocytes, anti-CD3, IL-2 HTRF, 48 h; Potency, µM (highest dose often 9.22 µM), for inactives: at the top dose activation of IL-2 secretion, usual class: activators; AID 504894, 2011; 330,000 tested, under 10 active; further: % of control where 0% means no effect
#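 HTRF read-out of IL-2 secretion: europium cryptate donor excited at 320nm, d2 acceptor emission at 665nm. Cells were primary human leukocytes incubated 48 hr with compounds and a-CD3 beads, supplying TCR signal only.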
# A-T KAP1 phos = qHTS Assay for Identifying a Potential Treatment of Ataxia-Telangiectasia; 0.19% of 320,000 active; AID 485349, 2010; […] A-T fibroblasts, KAP-1 phosphorylation AlphaLISA; neocarzinostatin DNA damage 30 min before lysis; Potency, µM (top dose mostly 57.5 µM), for the others: top-dose activation, hits mostly activators; further: potency means the concentration at half of the fitted maximal effect; % of control where 0% means no effect; nearly all actives have a fitted effect of over 45% in size
#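 ATM-like activity read as KAP-1 phosphorylation via AlphaLISA donor/acceptor antibody pairs after lysis and 6 hr at 25C. Cells were ATM-null patient fibroblasts ([…], hTERT), dosed 60 min, then exposed to the DSB inducer NCS for 30 min.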
# TSG101-PTAP inh = qHTS Assay for Iinhibitors of HIV-1 Budding by Blocking the Interaction of PTAP/TSG101 | Fluorescence polarization, FITC-PTAP peptide / Tsg101 binding | Potency, µM (top dose mostly 115 µM), inactives show at the highest dose activity change, negative = inhibition, hits mostly inhibitors | Tumor susceptibility gene 101 protein (Homo sapiens), Q99816 | 340,000 tested, under 10 active | AID 493005, 2010; active means well fitted inhibition curve with a large enough effect in the main read-out, with a control signal flat, not every such curve was filed as active; inconclusive means small, poorly fitted or top-dose-only effect, or effect the other way, or a change in a side signal; inactive means no such curve, though single readings can be large or run the other way; further: potency means the concentration at half of the fitted maximal effect; % of control where 0% means no effect
#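 Steps: Tsg101 binding domain dispensed (10 uM final), compounds pinned in DMSO, FITC-labeled PTAP-motif peptide added (50 nM final); after 20 min binding at room temperature, polarization measured.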
# Mito fusion act = qHTS Assay for Small Molecule Inhibitors of Mitochondrial Division or Activators of Mitochondrial Fusion; S. cerevisiae fusion-defective mutant growth rescue, CellTiterGlo 48 h; Potency, µM (top dose mostly 46.1 µM), inactives show top-dose growth rescue (activation), actives largely listed as activators; 0.23% of 320,000 active;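 further: potency means the concentration at half of the fitted maximal effect; % of control where 0% means no effect; nearly all actives have a fitted effect of over 45% in size; temperature-sensitive fusion mutants such as fzo1-1 at 37 °C on non-fermentable ethanol glycerol medium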
#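 Luminescent cell viability in 1536-well qHTS format served as the measure of rescued growth in ts fusion-mutant S. cerevisiae cultured on non-fermentable YPEG for 48 hours at 37C.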
# Numbers without * were called inactive; ? = inconclusive; nt = no result given; [ ] = remark or other dose. Unless noted, the call rests on the fitted dose curve; in most records, active means well fitted curve in the direction sought with a large enough effect; inconclusive means small, poorly fitted or top-dose-only effect, or another doubt; inactive means no such curve, though single readings can be large; an effect the other way counts as inactive or inconclusive. A portion of the library; count on the stated rates, not on these rows.
No.	structure	a7 integrin act	TSHR antagonist	Menin MLL FP TR	S-ASM inh	MLL CXXC-DNA inh	MBNL1 CUG block	TCR activator	A-T KAP1 phos	TSG101-PTAP inh	Mito fusion act
1	O=C(CSc1ncnc2sc3c(c12)CCC3)Nc1ccccc1C(=O)O	9.1%	-5.1	nt	8.4%	-14.9%	0.3%	2.6%	0.0%	-8.2%	-0.4%
2	CC1CCN(C(=O)Cn2nnc(-c3cccs3)n2)CC1	3.7%	-6.7	6.2%	-4.7%	-2.4%	14.1%	2.1%	-3.5%	-5.3%	-1.5%
3	CC(=O)c1ccc(OCC(O)CN2CCCC(C)C2)cc1 (stereo not drawn)	4.0%	7.2	-6.3%[11.7 µM]	2.5%	-10.2%	-6.6%	-11.2%	8.3%	-2.8%	0.7%
4	O=C(Cn1nc(C(=O)O)c2ccccc2c1=O)Nc1cccc(S(=O)(=O)N2CCCCC2)c1	-8.0%	-16.8	nt	?	nt	nt	0.5%[46.1 µM]	2.4%	-2.8%	nt
5	Cc1nn(CCOc2cccc(Cl)c2)c(C)c1[N+](=O)[O-]	30.3%	-12.8	nt	-0.5%	23.1%	-1.7%	0.6%	6.9%	-4.4%	5.3%
6	O=C(c1ccc(CNc2c(N3CCOCC3)c(=O)c2=O)cc1)N1CC=C(c2ccccc2)CC1	8.8%	-3.5	-7.7%	-3.4%	-3.4%	-7.3%	-5.6%	3.5%	-0.6%	2.3%
7	C=CCn1c(-c2cccc(S(=O)(=O)N(CC)CC)c2)n[nH]c1=S	11.9%	-11.3	-8.4%	1.9%	-2.7%	-1.4%	-3.1%	-9.1%	-4.7%	-1.3%
8	O=C(O)c1ccc(NC(=S)NC(=O)c2cncc(Br)c2)cc1	17.1%	19.8	-0.8%	3.5%	-9.3%	1.6%	-3.1%	-11.0%	0.9%	-0.4%
9	CCOc1ccc(-c2nnc(-c3cccs3)o2)cc1	-10.4%	13.7	-8.0%	5.1%	9.8%	-10.7%	3.6%	-0.9%	-12.5%	-1.8%
10	COc1ccc(NC2CCCN(C(=O)c3csc(C)n3)C2)cc1 (stereo not drawn)	20.9%	9.2	0.1%	0.1%	17.6%	-8.9%	2.2%	-7.8%	-2.1%	1.9%
11	Cc1nn(C)c(C(=O)Nc2ccc(Cl)c([N+](=O)[O-])c2)c1Cl	-8.2%	4.0	6.6%	3.4%	3.5%	3.4%[11.5 µM]	-0.8%[46.1 µM]	2.5%	2.5%	16.3%
12	CC(NC(=O)C(C)(C)C)C(c1cccs1)N1CCOCC1 (stereo not drawn)	-18.6%	12.8	nt	-3.2%	-0.8%	0.8%	2.3%	26.9%	-3.3%	0.5%
13	O=C(Nc1ccc(F)c(Cl)c1)C1CCN(c2ncnc3c2nc2n3CCCCC2)CC1	0.0%	-8.4	44.9%[activator]	-3.2%	29.6%	-8.0%	2.7%	-7.3%	-6.5%	6.4%
14	O=C(CCn1cnc2ccccc21)N/N=C/c1ccc(O)cc1	-21.9%	6.5	4.6%	2.6%	-2.5%	7.6%	5.8%[46.1 µM]	7.5%	-1.5%	-6.8%
15	COc1cccc(NC(=O)C2c3cc(OC)c(OC)cc3C(=O)N(C)C2c2cccnc2)c1 (stereo not drawn)	14.1%	1.9	-3.9%	5.1%	4.7%	-5.2%	2.4%	2.0%	-4.1%	-1.3%
16	N#C/C(=C/c1cccs1)c1nc2ccccc2[nH]1	15.7%	-12.5	?	-6.6%	-23.1%	nt	-2.1%[46.1 µM]	-12.1%	-1.6%	?
17	Nc1nn(-c2ccccc2Cl)cc1-c1nn[nH]n1	5.9%	-2.7	nt	-2.1%	-6.2%	-10.5%	-1.9%	-4.1%	3.1%	-1.4%
18	Cc1ccc2c(c1)N(CC(=O)c1cccc(Cl)c1)C(=O)C(C)O2 (stereo not drawn)	-12.5%	-10.1	-2.1%	-6.0%	4.1%	7.8%	3.5%	4.0%	-2.8%	0.0%
19	CN1C(=S)SC(C)(C)C1NO (stereo not drawn)	11.6%	21.9	6.7%	0.6%	0.7%	3.1%	-0.6%	-16.8%	-6.9%	-3.0%
20	COC(=O)c1cccc(Nc2c3c(nc4ccccc24)CCC3)c1	6.2%	-1.1	?	1.9%	2.7%	-4.3%	-2.5%	-2.4%	-5.6%	6.7%
21	COC(=O)c1ccc(COC(=O)CNC(=O)CNC(=O)c2ccc(OC)cc2)cc1	5.3%	nt	nt	0.4%	nt	nt	2.1%	nt	-4.5%	nt
22	O=C(NCc1ccco1)C1CCCN1C(=O)Nc1ccccc1Cl (stereo not drawn)	1.9%	4.8	1.4%	2.9%	6.8%	-4.4%	1.7%	5.9%	-0.5%	-2.6%
23	Cc1cc(C(=O)Nc2cccc3c2O[C@H](CN(C)CC2CC2)[C@@H](C)CN([C@H](C)CO)C3=O)n(C)n1	18.7%	-27.5	nt	-1.6%	nt	nt	-1.0%	-0.2%	0.5%	nt
24	O=C(NC(=S)Nc1cccc(Cl)c1N1CCCCC1)c1ccco1	-0.6%	-0.1	52.4%[activator]	-6.1%	-8.6%	-25.8%	2.7%	2.2%	1.9%	-15.5%
25	CN1CCN(C(=O)CCS(=O)(=O)c2cc3c(cc2Cl)NC(=O)CO3)CC1	5.8%	14.6	-2.6%	0.0%	nt	-6.3%	0.3%	11.1%	-2.1%	-1.0%
26	COCCNCc1ccccc1	-0.6%[7.66 µM]	9.1	nt	-1.0%	1.8%	4.1%	-4.0%	6.9%	-3.4%	-4.0%
27	COc1ccc(CCN=C(N)NS(=O)(=O)c2ccc(C)cc2)cc1	31.6%	19.0	0.6%	5.5%	5.1%	-3.9%	7.4%[46.1 µM]	0.1%	-1.0%	-0.7%
28	CC1CCCC(NCC(=O)Nc2ccc(C(N)=O)cc2)C1C (stereo not drawn)	28.7%	-5.7	-7.4%	-0.7%	-0.7%	nt	1.8%	3.6%	-0.3%	-5.2%
29	CSc1nc(-c2ccc(Cl)cc2Cl)[nH]c(=O)c1C#N	1.0%	-40.3	?	-2.2%	4.0%	-10.8%	-4.1%[46.1 µM]	17.4%	0.7%	1.1%
30	O=C(CSc1n[nH]c(=O)[nH]c1=O)Nc1ccc(SC(F)F)cc1	-6.4%	-14.7	nt	-4.0%	nt	nt	8.2%[46.1 µM]	-10.2%	-0.2%	nt
31	O=C(N/N=C/c1ccco1)c1cc(-c2cccc(Br)c2)nc2ccccc12	0.0%	9.3	-1.7%	-6.2%	9.7%	-3.3%[11.5 µM]	1.8%[46.1 µM]	-0.8%	1.2%	-15.0%
32	C=CCOc1ccc(/C=N/N2C(=O)C(CC(=O)Nc3ccc(F)cc3F)SC2=NC)cc1 (stereo not drawn)	-18.1%	0.1	-11.8%	-16.2%	11.3%	-15.3%	13.7%[46.1 µM]	-0.2%	-2.0%	5.1%
33	Cc1ccc(S(=O)(=O)CCC(=O)N(C)C2CCCCC2)cc1	14.6%	-3.7	-0.3%	1.0%	-4.8%	-5.4%	1.1%	-1.1%	nt	-5.5%
34	CCc1nc(SCC(=O)Nc2cc(C)on2)c2c(C)c(C)sc2n1	-16.8%	-3.8	0.0%	-3.9%	1.5%	-5.1%	-6.7%	7.6%	-1.8%	-2.4%
35	Cc1ccc(C)c(N(C(=O)c2csnn2)C(C(=O)NC2CCCCC2)c2ccccn2)c1 (stereo not drawn)	-40.0%	-6.0	?	-1.6%	-2.1%	-0.6%	2.0%	1.3%	-0.9%	5.6%
36	O=NNc1nc2ccccc2n1Cc1ccccc1	-11.0%	-11.5	-1.2%	0.9%	25.1%	18.6%	-1.2%	3.3%	-6.0%	-5.0%
